# Source: PubChem BioAssay (several laboratories)
# AddAB inh: less growth of phage-infected E. coli with AddAB | 330,000 tested, 0.29% active | inhibition, % at 11.9 µM | E. coli expressing H. pylori AddAB, absorbance growth; in the data active means inhibition above about 12%;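 further: 0% = vehicle wells of infected cells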
# phage Ecoli inh: E. coli growth loss with phage present; growth absorbance; inhibition, % at 11.9 µM; 360,000 tested, 0.26% active; in the data active means inhibition above about 11%
# Tat export inh: E. coli Tat transport inhibition; AID 488895; 340,000 tested, 0.036% active; inhibition, % at 10 µM; E. coli MC4100 TorA-mCherry Tat export, fluorescence;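 active means mean replicate inhibition at least 50% and at least half of replicates individually reaching 50%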;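 further: exported cargo escapes ClpAP degradation while cytoplasmic cargo is degraded and loses fluorescence; 0% = median of neutral control wells and 100% = median of NaSCN control wells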
# PKA-R1A activ: activators of PKA-R1A complex; P00514+P68181; PKA-R1A dissociation, Cy5-IP20 fluorescence polarization; scaled: DMSO 0%, 113 µM cGMP 100%; activation, % at 11.4 µM; 340,000 tested, 0.083% active; AID 504707;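 active means percent activation above the mean of all tested compounds plus 3 SD, cut at about 19% in these data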;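 further: higher means more PKAc released from R1A so a rise in polarization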
# CDK5 inh: CDK5/p35 (human) kinase inhibition; Q00535+Q15078; Recombinant CDK5/p35, ADP-Glo luminescence, 60 min; inhibition, % at 10 µM; 330,000 tested, 0.01% active;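 active means highest replicate inhibition of at least 50% and at least 75% of replicates reaching 50%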;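 further: plate controls were DMSO neutral control for no effect and GW8510 at 10 µM for full effect; many of its hits are not listed in these tables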
# Target sequence (Q00535 whole entry, looked up): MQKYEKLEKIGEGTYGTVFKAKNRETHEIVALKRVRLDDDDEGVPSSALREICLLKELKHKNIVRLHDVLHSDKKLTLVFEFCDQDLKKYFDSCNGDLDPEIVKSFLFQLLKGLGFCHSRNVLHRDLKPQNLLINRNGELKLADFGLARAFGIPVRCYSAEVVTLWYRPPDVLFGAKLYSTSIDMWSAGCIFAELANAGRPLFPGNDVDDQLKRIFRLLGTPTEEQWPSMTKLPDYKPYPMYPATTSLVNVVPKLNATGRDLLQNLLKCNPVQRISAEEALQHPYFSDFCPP
# Target sequence (Q15078 whole entry, looked up): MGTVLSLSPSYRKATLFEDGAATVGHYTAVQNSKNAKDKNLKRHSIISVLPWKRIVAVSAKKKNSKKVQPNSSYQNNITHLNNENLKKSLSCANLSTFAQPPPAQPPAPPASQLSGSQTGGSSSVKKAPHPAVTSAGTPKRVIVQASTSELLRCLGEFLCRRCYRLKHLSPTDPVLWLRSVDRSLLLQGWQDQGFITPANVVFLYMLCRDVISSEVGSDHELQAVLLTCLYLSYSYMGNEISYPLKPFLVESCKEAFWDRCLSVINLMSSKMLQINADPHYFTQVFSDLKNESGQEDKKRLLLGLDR
# PKA-R2B activ: activators of human PKA-R2B complex. P22694+P31323. 340,000 tested, 0.079% active. activation, % at 11.4 µM. PKA-R2B holoenzyme dissociation, Cy5-IP20 fluorescence polarization; R2B truncated from residue 108, S112A mutant; 0% DMSO only, 100% 113 µM cGMP. AID 504700;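 active means activation above a cutoff set at the mean over all compounds plus 3 SD, cut at about 18% in these data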;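 further: higher means more holoenzyme dissociation and a rise in polarization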
# Target sequence (P31323 whole entry, looked up, other chains not shown, the tested form may be a part): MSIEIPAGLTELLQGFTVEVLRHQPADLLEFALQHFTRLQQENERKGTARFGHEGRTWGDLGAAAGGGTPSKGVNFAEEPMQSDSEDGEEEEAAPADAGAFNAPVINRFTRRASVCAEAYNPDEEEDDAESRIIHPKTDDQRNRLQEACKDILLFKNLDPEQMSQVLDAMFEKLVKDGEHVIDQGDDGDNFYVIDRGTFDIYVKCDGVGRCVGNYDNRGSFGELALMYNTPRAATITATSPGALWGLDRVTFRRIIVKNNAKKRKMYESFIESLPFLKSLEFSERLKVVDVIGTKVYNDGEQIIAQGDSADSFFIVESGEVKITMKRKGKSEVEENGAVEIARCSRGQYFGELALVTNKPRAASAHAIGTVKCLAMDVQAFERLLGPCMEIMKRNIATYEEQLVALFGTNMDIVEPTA
# HTR5A inv ag: inverse agonist of human HTR5A in OPRM1-OPRD1 counter-screen. P47898. HTR5A cell line, luminescence, inverse agonism. inhibition, % at 9.3 µM. 340,000 tested, 0.083% active. AID 504634; in the data active means inhibition mostly above about 23%, no sharp cut-off; inactive means mostly below about 18%;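 further: 0% = cells with DMSO and 100% = no-cell wells with DMSO; some compounds called inactive have numbers as strong as hits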
# DAGLB inh: blocks human DAGLB lipase activity | Q8NCG7 | HEK293T DAGLB membrane lysate, EnzChek fluorogenic substrate | inhibition, % at 5.17 µM | AID 504411 | 340,000 tested, 0.059% active; in the data active means inhibition above about 34%;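 further: 0% = enzyme with vehicle and 100% = wells lacking enzyme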
# E coli growth: counter-screen for AddAB inhibitors: E. coli growth inhibition; E. coli V3065 growth, OD600 absorbance, 18 h; inhibition, % at 11.9 µM; AID 449728; 330,000 tested, 0.27% active;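 active means inhibition above the campaign's mean inhibition across all tested compounds plus 3 SD, cut at about 9.9% in these data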;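 further: uninfected addAB+ strain grown without phage in ampicillin broth; 0% = DMSO wells and 100% = ciprofloxacin 0.95 µg/ml wells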
# SUMO Mot1 rescue: inhibitors of SUMOylation pathway: yeast Mot1-301 growth rescue; S. cerevisiae Mot1-301 growth rescue, ATP luminescence, 38.5C; percent above DMSO median, 100 means doubled; 320,000 tested, 1% active; growth rescue, % at 18.8 µM; AID 2716;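 active means every valid replicate shows activation above 250% relative to neutral control wells; inactive means the rest, any valid replicate at or below 250%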;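 further: OY570 slx delta 5 strain wells were the positive control but not used for scaling; some compounds called inactive have numbers as strong as hits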
# HTR5A ag ctr: HTR5A agonism, opioid heterodimer counter-screen; P47898; HTR5A agonist assay, luminescence, cell-based; activation, % at 9.3 µM; 340,000 tested, 0.61% active; in the data active means activation mostly above about 9.5%, no sharp cut-off; inactive means mostly below about 7.6%;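 further: 0% = cells with vehicle only and 100% = reference agonist; strong numbers were not always called active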
# An asterisk follows results filed as active; i = inactive; / = not tested or not shown.
SMILES,AddAB inh,phage Ecoli inh,Tat export inh,PKA-R1A activ,CDK5 inh,PKA-R2B activ,HTR5A inv ag,DAGLB inh,E coli growth,SUMO Mot1 rescue,HTR5A ag ctr
CCN1CCN(CCNC(=O)c2ccc(/C=C3\Sc4ccccc4N(Cc4ccccc4F)C3=O)cc2)CC1,-0.4,-1.0,39,-1,-5.8,-13,-9,7,-3.3,i,1
O=C(Nc1ccc(NC(=O)c2ccco2)cc1)c1ccco1,3.4,4.3,-6,5,-0.9,-6,17,-2,0.7,10,3
CSc1ccccc1OCc1cc(C(=O)N(C)Cc2cc(C)[nH]n2)no1,3.0,3.2,-8,8,0.2,9,-32,-2,-0.2,5,3
CSc1ccc(Cl)c(C(=O)OCC(=O)Nc2ccccc2OC(F)F)c1,1.7,2.6,-2,-8,-0.9,0,15,-8,-0.2,-6,3
CCOC(=O)C(=O)/C(C#N)=C/Nc1ccccc1,3.5,-0.8,7,-3,-0.8,-10,13,-1,-3.1,-14,-6
Cc1cc(Cl)c(S(=O)(=O)N/N=C/c2ccc3c(c2)OCO3)c(Cl)c1,2.5,4.2,6,3,-1.0,1,-41,5,1.0,25,16
O=C(NCc1cccnc1)c1ccc(Cl)c(Cl)c1,0.8,3.3,13,-9,-0.2,-6,-14,0,-1.6,5,6
O=C(NN1C(=O)C2C3C=CC(C3)C2C1=O)c1ccncc1 (stereo not given),0.9,0.7,-5,-3,0.3,-3,-7,1,-2.9,2,-2
COc1ccc(-c2cc(-c3ccc(C)cc3)nc(SCc3nnc(-c4ccccc4)o3)c2C#N)cc1OC,-1.2,5.0,-8,-8,-0.4,8,-10,-1,0.3,-12,-1
CCCn1nnnc1NCc1cc(Br)ccc1OC,1.3,4.8,2,3,-2.1,1,15,0,-0.3,0,-6
N#C/C(=C/c1ccc(Cl)cc1)NC(=O)c1ccccc1,3.6,5.4,-3,-6,0.7,2,-15,-5,-0.1,-13,4
C[C@H](NC(=O)[C@@H]1CSC2c3ccccc3C(=O)N21)C(=O)NC1CCCCC1 (stereo not given in full),2.9,2.9,-2,-7,-1.1,-1,-11,1,-0.2,8,1
COC(=O)c1ccccc1N(C)S(=O)(=O)c1cc2c3c(c1)CCC(=O)N3CCC2,1.1,-1.5,2,2,-0.3,-7,1,-2,1.1,0,0
CC1(C)C=Cc2c(ccc3c2OC[C@H](c2ccc(O)cc2O)C3)O1,0.6,3.7,6,-3,2.2,-13,-8,-2,-1.2,61,5
COC(=O)c1ccc(/C=N/N2CCN(Cc3ccccc3Cl)CC2)cc1,7.4,2.7,4,-1,0.3,10,7,-7,1.3,36,0
COc1ccc(NC(=O)CN2CCN(C(=O)C3CCCO3)CC2)c(OC)c1 (stereo not given),0.8,0.4,3,-6,-0.1,1,-19,2,1.4,-17,1
COc1ccc(NC(=O)COC(=O)Cn2cnc3ccccc3c2=O)c(OC)c1,2.8,1.3,1,-14,-0.6,-7,17,1,1.4,4,-3
COc1cc(/C=C2\SC(=S)N(NS(=O)(=O)c3ccccc3)C2=O)ccc1O,2.6,3.2,3,-9,0.0,-2,-1,4,4.2,356,0
O=C(Nc1ccc(Br)cc1)C1CCCN1S(=O)(=O)c1cccs1 (stereo not given),6.3,-1.3,6,1,-1.0,-8,-25,0,0.6,-5,5
CCC(=O)N1CCc2cc(S(=O)(=O)N3CCCCCC3)ccc21,2.5,2.6,4,-12,-0.1,0,-9,-1,0.1,13,13*
CC[C@]12c3[nH]c4ccc(Cl)cc4c3CCN1C(=O)[C@@H](CC(=O)NCc1cccc(C(F)(F)F)c1)C[C@@H]2C(=O)N1CCN(C(=O)C2CC2)CC1,-2.2,-0.7,17,0,-0.8,3,6,1,-0.9,/,-2
COC(=O)c1ccccc1NC(=O)CSc1nnc(C(C)NC(=O)c2ccc(Cl)cc2Cl)n1C (stereo not given),0.6,4.1,-2,-1,-14,-5,-5,3,0.9,9,-2
Cc1cccc(-c2nnn(C/C(N)=N/O)n2)c1,-0.8,4.8,-4,-11,0.6,-11,10,0,0.8,3,-4
Cc1ccc(NC(=O)CCCNC(=O)c2ccc(Cl)cc2)cc1S(=O)(=O)N1CCCCC1,/,1.7,6,8,1.3,-8,12,-1,/,/,-4
Cc1ccc(-n2cccn2)c([C@@H]2C[C@H]3CN(C)C(=O)[C@]34CCCN24)c1,0.0,4.0,0,13,-0.3,-5,-1,-1,-0.8,0,0
CC(NC(=O)COc1ccc(Br)cc1)C1CCCO1 (stereo not given),-0.2,-3.6,0,-7,-4.0,-9,-1,-2,3.5,-11,0
Cc1occc1C(=O)NNC(=S)NC(=O)COc1ccc(Cl)cc1Cl,-4.5,0.3,13,10,-1.4,-14,-14,-1,-2.3,-21,4
CCC(C)(C)NCC(=O)Nc1ccc(OC(F)(F)F)cc1,1.7,0.0,1,-7,0.4,9,23,-4,0.6,307,-1
CC(C)c1nc(SCC(=O)NC2CCCCC2)c2ccccc2n1,0.6,3.0,1,1,-0.5,-6,-21,-1,0.3,8,9
COc1ccc(/C=C/C(=O)Oc2ccc(/C=N\NC(=O)c3ccc(F)cc3)cc2)cc1,1.4,4.5,3,-12,-0.9,-3,-28,1,1.2,9,1
CC(=O)Nc1ccc(C2C(=O)c3ccccc3C2=O)cc1,2.4,0.6,6,10,-0.5,4,-52,1,-0.6,6,-1
CCc1ccc(OCC(O)Cn2c(N3CCCCC3)nc3c2c(=O)[nH]c(=O)n3C)cc1 (stereo not given),-1.7,0.5,2,0,1.0,-3,4,2,-0.6,37,-1
N#Cc1ccc(COc2cccnc2[N+](=O)[O-])cc1,2.5,2.8,-5,-2,-0.8,-2,7,-1,0.4,-5,-3
CCn1ccnc1CN1CCc2c([nH]c3ccccc23)C1C(C)(C)C (stereo not given),-4.4,-0.4,-10,-3,-1.1,-9,9,-5,-2.8,-4,-3
CCN(CC)S(=O)(=O)c1ccc(NC(=O)COc2nc3ccccc3nc2N2CCOCC2)cc1,4.2,2.4,2,-12,2.3,-4,-14,-1,-1.5,13,-4
CCOC(=O)C1CCCN(Cc2nc(N)nc(Nc3ccc(OC)cc3)n2)C1 (stereo not given),-1.6,1.8,0,9,2.4,8,-3,2,-4.4,-15,3
CCCS(=O)(=O)N1CCCC(C(=O)NCCCOC(C)C)C1 (stereo not given),0.8,2.6,-4,-3,-0.3,3,3,2,0.8,-3,5
Cc1nn(C)c(C)c1CN(Cc1nc(-c2cc(F)ccc2F)oc1C)C1CC1,2.1,3.5,-4,1,2.7,-1,4,-4,1.7,-12,-2
CC(C)(C)[C@H]1CCC(=O)N([C@H](CSc2ccccc2)Cc2ccccc2)CC1,1.4,3.2,1,14,2.0,-5,7,-21,4.1,-17,2
CCC(CC)NC(=O)CC(c1ccccc1)c1ccccc1,2.1,4.3,-6,2,-0.6,-1,13,-1,1.2,456,1
Cc1cc(C)c(NC(=O)CNC(=O)c2ccc3ncsc3c2)c(C)c1,0.2,0.2,-8,-7,-0.2,-8,-1,0,0.3,1,1
Cc1ccc(S(=O)(=O)N(C)C)cc1NC(=S)Nc1cccc2ccccc12,0.8,2.1,-5,-6,1.2,5,-19,1,-3.1,-22,7
COc1ccc(-c2nc3c(c(SCC(=O)N4CCCC4)n2)COC(C)(C)C3)cc1,2.4,-0.6,4,-1,-0.3,2,-18,1,-0.3,3,-1
CCN=c1scc(C)n1/N=C/c1ccsc1,-1.9,0.9,-1,-2,-0.8,-15,-11,-2,0.3,10,-2
O=C(CCOc1ccccc1)Nc1ccnn1C1CCN(CCc2ccccc2)CC1,4.4,-1.2,1,-14,1.3,6,12,-2,0.9,77,1
Cc1ccccc1NC(=O)NC1(C(=O)N2CCC(O)CC2)CCCCC1,2.4,3.1,9,-3,1.0,9,5,0,1.0,-13,-2
CCCCOCCCN1CC(=O)N2[C@@H](Cc3c([nH]c4ccccc34)C2(C)C)C1=O,0.1,1.1,-6,-3,0.1,-9,-6,-2,-1.5,8,2
O=C(NCc1ccccc1)C12CN(Cc3ccccc3)CC1C(c1ccc([N+](=O)[O-])cc1)=NO2 (stereo not given),2.6,2.7,-4,-13,1.0,5,8,-4,0.9,-10,2
Cc1c(C(=O)N2CCN(S(=O)(=O)c3cc(F)ccc3F)CC2)oc2ccccc12,-0.1,-1.9,-5,-4,-1.9,-6,-6,-3,0.9,13,3
CCN(CC)CCN(C(=O)c1cc(Cl)sc1Cl)c1nc2cc3c(cc2s1)OCO3,2.5,2.2,5,1,0.5,-1,-1,-4,1.7,-8,1
Cc1cc(C(=O)Nc2ccccc2N2CCOCC2)ccc1[N+](=O)[O-],-0.4,0.1,-4,6,-0.2,-21,-4,-3,-1.2,0,-1
COc1ccc(S(=O)(=O)NNC(=O)c2ccccc2-n2cccc2)cc1,0.2,2.0,-8,9,-1.9,-1,-5,-1,-2.4,-15,-3
Cc1nn(C(C)(C)C)c(NC(=O)c2ccccc2)c1C#N,0.7,0.2,6,-6,-0.7,-10,-9,-4,-1.0,4,3
CCc1ccc(S(=O)(=O)ON2C(=O)c3ccccc3C2=O)cc1,/,4.8,-7,-8,1.0,7,5,0,/,/,-2
Cc1cc(S(=O)(=O)Nc2ccc(C(=O)NCC3(N4CCCCC4)CCCCC3)cc2)ccc1F,2.2,5.9,3,4,-0.8,1,-7,-3,-1.2,18,2
NC(=O)CSCc1ccc(Br)cc1,2.7,0.5,21,0,-1.9,-6,4,1,0.2,15,1
N/C(=N\c1nc2c(c(=O)[nH]1)CCC2)Nc1cccc2ccccc12,0.8,1.6,1,-9,0.9,-1,-18,2,-3.5,1,-1
O=C(CSc1nnnn1-c1ccc2c(c1)CCC2)Nc1ccc2c(c1)OCCO2,2.6,-0.7,6,-1,0.7,-13,-13,-12,0.2,11,5
Cc1sc2c(c1C)C(O)=C(C(=O)Nc1ccccc1)S(=O)(=O)N2C,0.9,1.6,3,9,-2.4,0,5,11,0.6,12,2
O=C(CCc1nnc2ccc(NCc3ccco3)nn12)N1CCCCC1,0.2,-6.0,-3,14,/,1,-4,-3,-0.5,56,-4
CCC(=O)N(Cc1c(C)nn(-c2ccccc2)c1Cl)c1ccc(Cl)cc1,0.5,1.2,15,-2,0.6,5,12,-7,-1.0,14,2
COc1ccc(Br)cc1C1CC(=O)C(C)C(c2cc(Br)ccc2OC)N1 (stereo not given),-0.7,4.2,-2,-5,0.2,6,-2,-6,-0.4,12,1

# Filtered by structure, those above with a CF3 group
SMILES,AddAB inh,phage Ecoli inh,Tat export inh,PKA-R1A activ,CDK5 inh,PKA-R2B activ,HTR5A inv ag,DAGLB inh,E coli growth,SUMO Mot1 rescue,HTR5A ag ctr
CC[C@]12c3[nH]c4ccc(Cl)cc4c3CCN1C(=O)[C@@H](CC(=O)NCc1cccc(C(F)(F)F)c1)C[C@@H]2C(=O)N1CCN(C(=O)C2CC2)CC1,-2.2,-0.7,17,0,-0.8,3,6,1,-0.9,/,-2
CCC(C)(C)NCC(=O)Nc1ccc(OC(F)(F)F)cc1,1.7,0.0,1,-7,0.4,9,23,-4,0.6,307,-1
